Sm TGR inh: inhibitors of Schistosoma mansoni thioredoxin glutathione reductase; Q962Y6; purified TGR, DTNB reduction, TNB absorbance 405 nm; Potency, µM (titrated, usually from 114 µM), inactives show at the top dose activity change, negative = inhibition, most hits filed as inhibitors; hit rate 3% among 360,000; AID 485364; note: potency is the fitted concentration of half-maximal effect; nearly all actives have a fitted effect of over 60% in size
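TGR 20 nM + NADPH 100 uM (dispensed conc.), cpd preinc 15 min RT; start with NADPH (500 uM addition) then DTNB (15 mM addition). Kinetic TNB absorbance, 405 nm filter. Four-parameter Hill fit across titration.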
AMA1-RON2 inh: disrupts binding of P. falciparum AMA1 to RON2; AlphaScreen AMA1-biotinylated RON2 peptide binding; Potency, µM (top dose mostly 58.2 µM), without a hit: at the top dose activity change, negative = inhibition, hits mostly inhibitors; hit rate 0.2% among 360,000; AID 720542;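 note: potency is the fitted concentration of half-maximal effect; 0% = vehicle wells and -100% = peptide control; nearly all actives have a fitted effect of over 45% in size; some results filed as inactive show a strong effect at the top dose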
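AMA1 (3D7) with his tag at 25 nM final met compounds first, then biotinylated RON2 peptide at 25 nM; detection used donor plus acceptor beads, 10 µg/mL apiece, read by AlphaScreen after 30 min at room temperature.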
AmpC detergent: inhibitors of E. coli AmpC beta-lactamase with detergent; P00811; AmpC hydrolysis of nitrocefin, absorbance 480 nm, 0.01% Triton; Potency, µM (top dose mostly 114 µM), for inactives: at the top dose activity change, negative = inhibition, actives largely listed as inhibitors; hit rate 0.041% among 370,000; AID 485294;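 note: potency is the fitted concentration of half-maximal effect; 0% = no-compound wells and -100% = no-enzyme wells; nearly all actives have a fitted effect of over 25% in size; some results filed as inactive show a strong effect at the top dose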
Target sequence (P00811 whole entry, looked up): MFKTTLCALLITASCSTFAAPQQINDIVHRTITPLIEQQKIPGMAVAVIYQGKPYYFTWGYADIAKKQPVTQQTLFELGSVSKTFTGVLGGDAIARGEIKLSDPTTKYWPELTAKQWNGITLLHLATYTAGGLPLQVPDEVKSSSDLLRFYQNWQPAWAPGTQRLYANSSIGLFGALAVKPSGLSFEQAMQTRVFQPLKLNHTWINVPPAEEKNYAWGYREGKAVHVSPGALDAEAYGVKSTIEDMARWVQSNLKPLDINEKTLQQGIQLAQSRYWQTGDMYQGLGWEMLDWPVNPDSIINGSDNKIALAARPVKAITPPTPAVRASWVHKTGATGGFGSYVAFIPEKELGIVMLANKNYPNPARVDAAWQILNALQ
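AmpC (5.3 nM in the dispensed reagent) in 20 mM phosphate pH 7.0 with 0.01% (detergent screen) or 0.0001% Triton X-100 was preincubated with compounds for 15 min at room temperature. Nitrocefin was then added from an 800 uM solution, and hydrolysis was followed at 480 nm.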
HCV inh: blocks hepatitis C virus. Huh7.5.1 HCVcc-Cre infection, luciferase reporter, 44 h. AID 651820. hit rate 3.4% among 340,000. Potency, µM (top dose mostly 41.8 µM), inactives show top-dose activity change, negative = inhibition, most hits filed as inhibitors; note: potency is the fitted concentration of half-maximal effect
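Compounds are dispensed onto cells plated 4 h earlier at 1,000 per well, with HCVcc-Cre virus (about 0.5 moi) added next. Following 44 h of culture, luminescent signal is measured for 15 sec after 15 min with substrate at room temperature.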
HCMV inh: blocks human cytomegalovirus replication | hit rate 4.5% among 410,000 | HFF cells, HCMV-luciferase reporter, 72 h; hits give low values | activity change, negative = inhibition, % at 57.5 µM; in the data active = activity change below about -60%; inconclusive = no clear call, values can overlap the other calls; inactive = above about -39%
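Steps: HFFs plated, 16 h 37C; compounds added; HCMV-luciferase added to MOI 1 PFU/cell; 72 h 37C; OneGlo reagent, 5 min room temperature; luminescence read, normalized to controls.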
Giardia FBPA inh: inhibitors of Giardia lamblia fructose-1,6-bisphosphate aldolase; hit rate 0.71% among 290,000; A8B2U2; purified Giardia FBPA; Potency, µM (highest dose often 59.6 µM), for the others: top-dose activity, negative = inhibition, hits mostly inhibitors; note: potency is the fitted concentration of half-maximal effect; nearly all actives have a fitted effect of over 55% in size
Target sequence (A8B2U2 whole entry, looked up): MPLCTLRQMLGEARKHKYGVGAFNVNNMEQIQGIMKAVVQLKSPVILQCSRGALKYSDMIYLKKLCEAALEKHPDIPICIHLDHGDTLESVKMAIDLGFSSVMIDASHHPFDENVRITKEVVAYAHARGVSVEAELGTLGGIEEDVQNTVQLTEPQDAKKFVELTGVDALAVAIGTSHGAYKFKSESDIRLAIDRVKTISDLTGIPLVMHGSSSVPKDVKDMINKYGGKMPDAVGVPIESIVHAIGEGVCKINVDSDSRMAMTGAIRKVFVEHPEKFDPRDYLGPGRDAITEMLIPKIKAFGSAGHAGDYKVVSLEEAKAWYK
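Giardia FBPA (40 nM reagent) was preincubated 10 min at RT with compound (up to 57.5 uM final), then substrate plus GAPDH/TPI/NAD/arsenate coupling system with diaphorase/resazurin was added; resorufin fluorescence (525/598 nm) was read after 20 min.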
Starred values were filed as active, the others as inactive; ? = inconclusive; · = not tested or not shown; & = joins results of further samples; [ ] = dose if it differs, or a comment. Unless noted, calls come from the whole dose curve; as a rule, active = well fitted curve in the direction sought with a large enough effect; inconclusive = small, poorly fitted or top-dose-only effect, or another doubt; inactive = no such curve, though single readings can be large; an effect the other way counts as inactive or inconclusive. Unless noted, % is set by controls: 0 for no effect and ±100 for the full control effect.

The first 2 entries (preview)
Fields: HCV inh	AmpC detergent	Sm TGR inh	Giardia FBPA inh	AMA1-RON2 inh	HCMV inh
> CCOc1ccc2nc(Cl)c(C3CC(c4ccccc4)=NN3C(=O)c3ccco3)cc2c1 (centres undefined)
 : 3%	?	0%	4%	·	·
> Cc1cc(NC(=O)CSCC(=O)Nc2cc(C(F)(F)F)ccc2N2CCCCC2)no1
 : -25%	·	·	·	1%	32

All compounds of this part, from the first entry:
Fields: HCV inh	AmpC detergent	Sm TGR inh	Giardia FBPA inh	AMA1-RON2 inh	HCMV inh
> CCOc1ccc2nc(Cl)c(C3CC(c4ccccc4)=NN3C(=O)c3ccco3)cc2c1 (centres undefined)
 : 3%	?	0%	4%	·	·
> Cc1cc(NC(=O)CSCC(=O)Nc2cc(C(F)(F)F)ccc2N2CCCCC2)no1
 : -25%	·	·	·	1%	32
> CCCNC(=O)c1c[nH]c2ccc(S(=O)(=O)N(C)c3ccc(OCC)cc3)cc2c1=O
 : 22µM*	-1%	-24%	-2%	2%	?
> COc1cccc(CN2C(=O)N(C(C)C)C(N(O)C(=O)NC(C)C)C2(C)C)c1OC (centres undefined)
 : 13%	-10%	10%	3%	5%	-1
> COc1ccc(S(=O)(=O)N2CCC(C(=O)Nc3cccc(Cl)c3)CC2)cc1OC
 : ?	-16%	8%	0%	1%	-18
> CC(C)OC(=O)C(C(=O)C(F)(F)F)c1cc(NS(=O)(=O)c2ccc3c4c(cccc24)C(=O)N3)ccc1O (centres undefined)
 : ·	-6%	-16%	·	·	-9
> CCc1ccccc1S(=O)(=O)Cc1ccc(C(=O)NCc2cccs2)o1
 : -15%	-6%	?	1%	13%	-34
> Cc1cnc(C(=O)N2CCCC(N3CCN(c4cccc(C(F)(F)F)c4)CC3)C2)cn1 (centres undefined)
 : -4%	-3%	-35%	·	10%	28
> COc1ccc(CNc2oc(-c3ccccc3)nc2C#N)cc1
 : -14%	?	-16%	-1%	?	52
> COc1ccc(C(C(=O)NC2CCCC2)N(C(=O)c2ccco2)c2cc3c(cc2C(C)=O)OCO3)cc1 (centres undefined)
 : 16%	-7%	-12%	4%	-14%	-24
> CSc1ccccc1C(=O)Nc1cccc(C)c1
 : -8%	-20%	-13%	-5%	-3%	-29
> CC(C)CC(=O)NC(=S)Nc1ccc(N2CCN(C(=O)c3cccs3)CC2)cc1
 : ?	3%	?	5%	5%	-36
> COc1ccc(C(=O)C2CCCN(CCO)C2)c(C)c1 (centres undefined)
 : -9%	0%	-25%	7%	-4%	67
> CCN(c1ccccc1)S(=O)(=O)c1cccc(C(=O)Nc2ccc(C)cn2)c1
 : ?	0%	-6%	·	0%	·
> Cc1ccccc1S(=O)(=O)NC1OC(=O)C(Cl)=C1Cl (centres undefined)
 : -7%	0%	3.2µM*	0%	-12%	10
> Cc1cc(C(=O)N2CCC(C(N)=O)CC2)c(C)o1
 : -19%	-3%	-5%	·	0%	-16
> CCn1cc(C(=O)O)c(=O)c2cc(F)c(N3CCN(C(=S)NC(=O)c4cccc(F)c4)CC3)cc21
 : 15%	-8%	7%	?	96%[activator]	0
> CCOC(=O)c1ccc(OCC2c3cc(OC)c(OC)cc3CCN2C(=O)c2ccc(S(=O)(=O)N3CCCC3)cc2)cc1 (centres undefined)
 : ·	5%	-2%	·	·	12
> COc1ccc(S(=O)(=O)N2CCN(C(=O)c3cccs3)CC2)cc1OC
 : -5%	-11%	-8%	2%	-6%	1
> CC(=O)Nc1ccc(N(C(=O)Cn2nnc3ccccc32)C(C(=O)NCc2ccccc2)c2ccc(C)cc2)cc1 (centres undefined)
 : ·	-1%	1%	·	·	-17

Fields: HCV inh	AmpC detergent	Sm TGR inh	Giardia FBPA inh	AMA1-RON2 inh	HCMV inh
> Cc1ccc(OCC(=O)N2CCN(S(=O)(=O)c3ccccc3[N+](=O)[O-])CC2)cc1
 : 9%	-3%	-5%	0%	-1%	?
> CC(C)c1ccc2[nH]c3c(c2c1)CCC/C3=N\NC(=O)c1ccncc1
 : 0.35µM*	-1%	8%	-8%	47%[activator]	-16
> CC(C)(C)c1ccc(C(=O)NNC(=S)NC(=O)c2cccnc2)cc1
 : ?	-10%	2%	-8%	76%[activator]	?
> CC(=O)N[C@H]1[C@H]([C@H](O)[C@H](O)CO)O[C@](O)(C(=O)O)C[C@@H]1O
 : ?	·	·	·	0%	21
> COc1ccc(C(=O)O)cc1S(=O)(=O)Nc1ccccc1-c1ccccc1
 : 8%	-4%	2%	3%	2%	2
> CC(=O)NC(C)(C)C1CC=C(C)/C(=N\O)C1 (centres undefined)
 : -11%	1%	-3%	6%	14%	?
> Cc1ccc(C(=O)NNC(=O)CCC(=O)Nc2cccc(Cl)c2C)cc1
 : 2%	-12%	-9%	6%	88%[activator]	5
> COc1ccc(NC(=O)c2oc3ccccc3c2NC(=O)c2ccco2)c(OC)c1
 : -10%	3%	-24%	-1%	3%	-13
> Cc1csc2nc(COc3ccc(NC(=O)COc4ccccc4F)cc3)cc(=O)n12
 : ·	-6%	-3%	·	·	-6
> Cc1cccc(N(C(=O)c2snc(C(N)=O)c2N)C(C(=O)NC2CCCC2)c2ccc(C)o2)c1 (centres undefined)
 : ?	6%	?	5%	3%	-21
> CC1CCCCN1S(=O)(=O)c1ccc(C(=O)N(CCCN(C)C)c2nc3ccc(Br)cc3s2)cc1 (centres undefined)
 : ?	-1%	-1%	-22%	-28%	51
> O=C(CCNc1ccccc1)c1cccc([N+](=O)[O-])c1
 : -18%	2%	0.45µM*	-4%	-23%	-14
> O=C(NCc1ccccn1)c1cccc(S(=O)(=O)Nc2ccccc2Cl)c1
 : 6%	1%	-9%	·	5%	-27
> Cc1ccc(Cn2ncc3c(NN)ncnc32)cc1
 : ?	5%	-1%	23%	84%[activator]	-86*
> CC(C)C(C(=O)Nc1ccccc1F)N1C(=O)c2ccccc2C1=O (centres undefined)
 : 21%	·	·	·	-11%	41
> Cc1ccc(S(=O)(=O)N2CCC(=O)N(CCO)CC2)cc1
 : 15%	-7%	-11%	3%	-7%	2
> O=C(OCCN=C1NS(=O)(=O)c2ccccc21)c1cccnc1
 : 20%	6%	15%	0%	12%	7
> O=C(CSCc1ccc(F)cc1)N1CCOCC1
 : 16%	3%	-4%	-15%	10%	39
> CC(=O)NC1C(=O)N=C(SCC(=O)NC2CCCCC2)NC1=O (centres undefined)
 : -5%	-15%	-14%	-12%	16%	-28
> CCCOc1ccc(-c2nnn(CC(=O)N3CCCCC3)n2)cc1
 : ?	?	-3%	2%	7%	-25

Retrieved by structure from the entries so far:
Fields: HCV inh	AmpC detergent	Sm TGR inh	Giardia FBPA inh	AMA1-RON2 inh	HCMV inh
> Cc1ccc(OCC(=O)N2CCN(S(=O)(=O)c3ccccc3[N+](=O)[O-])CC2)cc1
 : 9%	-3%	-5%	0%	-1%	?
> O=C(OCCN=C1NS(=O)(=O)c2ccccc21)c1cccnc1
 : 20%	6%	15%	0%	12%	7
> CC(=O)NC1C(=O)N=C(SCC(=O)NC2CCCCC2)NC1=O (centres undefined)
 : -5%	-15%	-14%	-12%	16%	-28
> CCCOc1ccc(-c2nnn(CC(=O)N3CCCCC3)n2)cc1
 : ?	?	-3%	2%	7%	-25
> Cc1ccc(Cn2ncc3c(NN)ncnc32)cc1
 : ?	5%	-1%	23%	84%[activator]	-86*

(list continues)
Fields: HCV inh	AmpC detergent	Sm TGR inh	Giardia FBPA inh	AMA1-RON2 inh	HCMV inh
> O=C(NC1c2ccccc2-c2ccccc21)N1CCOCC1
 : 9%	1%	0%	2%	3%	-22
> COc1ccccc1N1C(=O)c2cccnc2C1=O
 : 7%	6%	56µM*	6%	21%	17
> CN(C(=O)CN1C(=O)CCSc2ccc(S(=O)(=O)N3CCCC3)cc21)c1ccccc1
 : 9%	?	-10%&-5%	·	-8%	-23&-21
> CCOC(=O)c1ccccc1NC(=O)Cn1cnc2c(oc3ccccc32)c1=O
 : -25%	0%	-24%	1%	-1%	47
> COc1ccc(NC(=O)CN2CCC3(O)CCCCC3C2c2cc(OC)ccc2OC)cc1 (centres undefined)
 : -7%	-13%	2%	-3%	-2%	2
> CCOc1ccccc1NC(=O)CSc1nc2ccccc2nc1Cc1ccc(C)cc1
 : ·	-3%	4%	·	·	-30
> Cc1nc2nc(COc3ccccc3)[nH]n2c(=O)c1C
 : 8%	-2%	8%	-19%	17%	83
> COc1cccc(CN2CCN(C(=O)CC(C)C)CC2)c1
 : 21%	-14%	0%	?	-6%	13
> CC1CCCC(C)N1C(=O)CSc1nnc(-c2c[nH]c3ccccc23)o1 (centres undefined)
 : ?	?	0%	-1%	0%	-14
> CCN(c1ccccc1)S(=O)(=O)c1ccc2c(c1)OCCO2
 : ?	·	·	·	-2%	-25
> CN(C(=O)CN1C(=O)c2ccccc2S1(=O)=O)c1ccccc1C(=O)O
 : 20%	-6%	-10%	2%	-3%	14
> Cc1nnc2c(N3CCN(C(=O)c4ccco4)CC3)nc3ccccc3n12
 : -24%	-5%	?	·	-3%	-5
> CS(=O)(=O)c1ccc(-c2sc3ccccc3c2C(=O)NCCCN2CCOCC2)cc1
 : -7%	·	·	·	15%	6
> O=C(CN1C(=O)NC2(CCCCC2)C1=O)N1CCN(S(=O)(=O)c2ccccc2)CC1
 : 2%	-13%	1%	0%	-11%	-14
> CCn1cc(C(=O)N(C)c2cc(C)ccc2OC)c2cc(OC)c(OC)cc2c1=O
 : 4%	-4%	-3%	-5%	14%	·
> Cc1ccc2scc(N3CCN(c4ccc(F)cc4)CC3)c(=O)c2c1
 : ·	11%	-1%	·	·	-8
> Cn1nc2c(c1C(=O)N1CCCC(C(=O)c3cc(F)ccc3F)C1)CCCC2 (centres undefined)
 : ?	7%	12%	3%	12%	-25
> CCN(CC)C(=S)Nc1ccc([N+](=O)[O-])cc1
 : 9%	?	-1%	0%	-15%	19
> Cc1cc(C)c(S(=O)(=O)n2cc(C(C)C(N)C(=O)O)c3ccccc32)c(C)c1 (centres undefined)
 : 20%	?	10µM*	·	99%[activator]	1
> COc1ccc(-c2nc(CSCC(=O)N3CCN(C4CCCCC4)CC3)c(C)o2)cc1OC
 : -18%	·	·	·	4%	6

Fields: HCV inh	AmpC detergent	Sm TGR inh	Giardia FBPA inh	AMA1-RON2 inh	HCMV inh
> Cc1oc(-c2cccs2)nc1CS(=O)CC(=O)NCc1ccc2c(c1)OCO2 (centres undefined)
 : ?	-4%	40µM*	-3%	3%	-29
> Cc1cc(=O)c(C(=O)O)nn1-c1ccccc1[N+](=O)[O-]
 : 8%	-12%	-21%	7%	-4%	6
> COc1cccc(-c2cc3onc(-c4ccccc4)c3c(=O)n2C)c1
 : ?	0%	4%	·	-5%	-16
> CC(C)(C)C(=O)NC(=S)NCc1ccccc1
 : 5%	0%	40µM*	0%	-13%	?
> O=C(Cc1ccc([N+](=O)[O-])cc1)N1N=C2CCCCC2C1(O)C(F)(F)F (centres undefined)
 : 15%	-6%	5%	0%	1%	22
> Cc1cc(NC(=O)Nc2cccc(C)c2C)no1
 : 19%	?	6%	-8%	-7%	-22
> O=C(CCC(=O)n1ncc2ccccc21)NCc1ccccc1Cl
 : 17%	-11%	-28%	9%	1%	-9

Screens as filed in PubChem.
